Pf apPOL block – Pf-apPOL DNA polymerase inhibition; inhibition, % at 10 µM; Recombinant Pf-apPOL, molecular beacon fluorescence, 1.5 h; hit rate 0.25% among 210,000; AID 1794808
mHTT-CaM PPI inh – inhibitors of human mutant huntingtin-calmodulin interaction. hit rate 3.6% among 190,000. P42858. AlphaScreen His-mHTT/GST-CaM binding, luminescence. AID 1671202. inhibition, % at 15 µM;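 further: 0% = both proteins with DMSO and 100% = one protein alone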
Target sequence (P42858 whole entry, looked up, stated change not applied): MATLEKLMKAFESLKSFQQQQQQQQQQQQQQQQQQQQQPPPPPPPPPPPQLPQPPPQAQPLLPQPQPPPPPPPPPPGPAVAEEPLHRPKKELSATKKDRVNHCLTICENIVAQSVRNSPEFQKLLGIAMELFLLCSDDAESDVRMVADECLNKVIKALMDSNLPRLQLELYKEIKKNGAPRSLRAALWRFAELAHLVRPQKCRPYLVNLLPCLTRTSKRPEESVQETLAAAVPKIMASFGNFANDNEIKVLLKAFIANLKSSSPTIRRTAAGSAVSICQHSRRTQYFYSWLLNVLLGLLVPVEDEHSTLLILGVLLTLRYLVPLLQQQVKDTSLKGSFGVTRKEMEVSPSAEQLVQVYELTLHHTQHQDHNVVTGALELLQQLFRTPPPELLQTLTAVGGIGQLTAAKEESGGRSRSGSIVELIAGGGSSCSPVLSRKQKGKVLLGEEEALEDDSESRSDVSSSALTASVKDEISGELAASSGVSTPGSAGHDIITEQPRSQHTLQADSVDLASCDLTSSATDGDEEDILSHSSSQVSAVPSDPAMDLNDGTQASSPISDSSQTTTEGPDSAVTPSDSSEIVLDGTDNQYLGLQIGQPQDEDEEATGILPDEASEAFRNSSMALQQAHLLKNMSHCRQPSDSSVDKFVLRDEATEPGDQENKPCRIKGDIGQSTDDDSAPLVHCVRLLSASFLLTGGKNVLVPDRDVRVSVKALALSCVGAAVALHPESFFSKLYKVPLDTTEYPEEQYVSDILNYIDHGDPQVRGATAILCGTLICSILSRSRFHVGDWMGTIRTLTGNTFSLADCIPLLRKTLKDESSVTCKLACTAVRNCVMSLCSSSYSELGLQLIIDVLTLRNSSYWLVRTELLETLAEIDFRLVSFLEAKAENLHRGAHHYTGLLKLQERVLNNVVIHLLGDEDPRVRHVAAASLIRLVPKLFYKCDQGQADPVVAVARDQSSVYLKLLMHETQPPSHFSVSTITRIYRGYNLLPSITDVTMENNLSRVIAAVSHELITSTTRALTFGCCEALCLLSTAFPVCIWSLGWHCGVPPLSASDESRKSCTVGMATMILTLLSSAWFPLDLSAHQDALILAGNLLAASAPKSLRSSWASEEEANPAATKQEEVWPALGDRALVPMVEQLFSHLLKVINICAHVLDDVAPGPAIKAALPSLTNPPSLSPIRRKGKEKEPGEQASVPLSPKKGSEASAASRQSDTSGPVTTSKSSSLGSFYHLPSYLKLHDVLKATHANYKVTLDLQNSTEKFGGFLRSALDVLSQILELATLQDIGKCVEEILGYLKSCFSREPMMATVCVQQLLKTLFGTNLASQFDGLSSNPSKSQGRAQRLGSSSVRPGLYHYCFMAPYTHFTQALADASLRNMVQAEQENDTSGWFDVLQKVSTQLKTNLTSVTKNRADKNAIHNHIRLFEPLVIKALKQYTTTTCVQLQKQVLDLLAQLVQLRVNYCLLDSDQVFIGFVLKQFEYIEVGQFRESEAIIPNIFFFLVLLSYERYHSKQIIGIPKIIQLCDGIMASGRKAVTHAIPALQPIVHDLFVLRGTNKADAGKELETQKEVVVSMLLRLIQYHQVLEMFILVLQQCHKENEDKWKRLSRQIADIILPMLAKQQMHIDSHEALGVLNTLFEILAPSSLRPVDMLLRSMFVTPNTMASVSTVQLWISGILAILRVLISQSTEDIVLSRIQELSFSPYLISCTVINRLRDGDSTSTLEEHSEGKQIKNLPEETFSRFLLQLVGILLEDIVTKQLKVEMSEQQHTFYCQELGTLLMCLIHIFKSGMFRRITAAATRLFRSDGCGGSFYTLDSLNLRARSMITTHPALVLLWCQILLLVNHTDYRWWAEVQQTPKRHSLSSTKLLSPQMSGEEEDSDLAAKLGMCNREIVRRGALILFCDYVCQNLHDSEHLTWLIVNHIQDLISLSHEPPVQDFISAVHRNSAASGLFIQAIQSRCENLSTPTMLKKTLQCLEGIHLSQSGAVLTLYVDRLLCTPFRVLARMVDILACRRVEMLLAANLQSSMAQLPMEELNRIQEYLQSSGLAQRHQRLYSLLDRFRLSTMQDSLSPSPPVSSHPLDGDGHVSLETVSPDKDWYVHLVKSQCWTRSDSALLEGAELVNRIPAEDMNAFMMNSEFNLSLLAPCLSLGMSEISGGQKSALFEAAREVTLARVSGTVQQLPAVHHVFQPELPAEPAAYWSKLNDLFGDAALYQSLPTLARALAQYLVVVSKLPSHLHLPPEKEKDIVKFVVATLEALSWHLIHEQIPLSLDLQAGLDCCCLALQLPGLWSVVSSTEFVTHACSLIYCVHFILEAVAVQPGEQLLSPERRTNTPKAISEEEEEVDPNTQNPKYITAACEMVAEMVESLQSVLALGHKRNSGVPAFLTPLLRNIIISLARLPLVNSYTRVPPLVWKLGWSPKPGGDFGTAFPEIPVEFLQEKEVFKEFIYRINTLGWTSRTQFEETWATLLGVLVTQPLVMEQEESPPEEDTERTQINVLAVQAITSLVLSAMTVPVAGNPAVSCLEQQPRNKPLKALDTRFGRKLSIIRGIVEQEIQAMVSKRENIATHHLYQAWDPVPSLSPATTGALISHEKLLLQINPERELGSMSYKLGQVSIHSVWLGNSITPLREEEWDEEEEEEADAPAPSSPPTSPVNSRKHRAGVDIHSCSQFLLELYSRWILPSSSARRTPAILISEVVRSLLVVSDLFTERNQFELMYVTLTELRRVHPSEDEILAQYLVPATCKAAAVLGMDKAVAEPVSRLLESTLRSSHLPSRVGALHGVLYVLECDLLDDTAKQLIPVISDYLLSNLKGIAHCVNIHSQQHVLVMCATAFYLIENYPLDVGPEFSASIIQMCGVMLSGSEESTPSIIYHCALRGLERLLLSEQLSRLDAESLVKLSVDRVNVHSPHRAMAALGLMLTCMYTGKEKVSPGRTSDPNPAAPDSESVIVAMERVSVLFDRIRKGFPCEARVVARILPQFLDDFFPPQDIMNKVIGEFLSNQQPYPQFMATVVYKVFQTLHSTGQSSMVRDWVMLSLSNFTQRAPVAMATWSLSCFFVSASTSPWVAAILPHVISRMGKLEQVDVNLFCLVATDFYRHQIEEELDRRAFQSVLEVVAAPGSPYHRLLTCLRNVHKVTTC
The depositor's hits bear a star; i = inactive; . = no result given; & = joins results of further samples. No stated cut-off is given here; in the data, active means inhibition above about 50%; inactive means the rest. An excerpt; count on the stated rates, not on these rows.

SMILES	Pf apPOL block	mHTT-CaM PPI inh
FC(F)(F)c1ccc2cc(CSc3ccc(Cl)cc3)ccc2n1	-6.6	.
Cc1ccc(Cn2c(=N)n(CC(O)c3ccco3)c3ccccc32)cc1 (configuration not stated)	10.0&-2.3	3.0&-4.4
COc1cccc(C2=NN(C(=O)CN3CCOCC3)C(c3ccccc3C)C2)c1 (configuration not stated)	-1.5	37.6
CCn1cc(Cl)c(C(=O)N2CCc3c(nc4cc(-c5ccccc5)[nH]n4c3=O)C2)n1	0.9	6.8
O=C(c1nc(-c2ccc(Cl)cc2)n2c1CCCCC2)N1CCN(c2ncccn2)CC1	-3.7	1.9
Cn1ncc(N2CCCC(C(=O)NCc3cccs3)C2)cc1=O (configuration not stated)	-7.3	0.2
O=C(CCc1ccccc1)NCC1CCN(c2ncccn2)CC1	-8.8	-5.0
Cn1c(=O)c2c(nc3n(-c4ccccc4)c(-c4cccs4)cn23)n(C)c1=O	-2.2	1.0
COc1ccc(C(=O)Nc2c3c(nn2-c2ccc(C)cc2C)CSC3)cc1	-74.3	8.0
O=C1CC2(CCN(C(=O)c3cccc([N+](=O)[O-])c3)CC2)Oc2ccccc21	-7.5	-1.8
Cc1cc(-c2ccccc2)n(-c2cc(N3CCOCC3)ncn2)n1	-10.1	8.0
O=C(O)c1ccc(NCCCO)c([N+](=O)[O-])c1	-2.0&-6.3	2.3&-3.4
Cc1ccc(-c2nc(C#N)c(N3CCC(C)CC3)o2)cc1	-0.3	29.0
CC(C)NCC(O)COC1CC2CCC1(C)C2(C)C (configuration not stated)	-1.1	-4.9
CCOC(=O)c1ccc(NC(=O)N2CCc3nc[nH]c3C2)cc1	-3.9	4.4
CCn1c(=O)c2c(ncn2CC)n(-c2ccc(C(C)C)cc2)c1=O	-1.1	3.4
CCC(=O)NCc1nc2c(n1CC)CN(S(=O)(=O)c1cccc(F)c1)CC2	-7.8	0.6
CC(C)c1[nH]nc2c1C(c1ccc3c(c1)OCO3)C(C#N)=C(N)O2 (configuration not stated)	-5.9	8.0
O=C(c1ccccc1Cl)N1CC2C3C=CC(C3)C2C1 (configuration not stated)	-0.6	-2.0
COc1ccc(-c2nc3c4c5c(sc4ncn3n2)CCCCC5)cc1OC	-2.0	-2.0
COc1ccc(C)cc1-n1cnc2cc(C(=O)NC3CCCCC3C)ccc21 (configuration not stated)	-2.4	66.0*
CC(C)=CCOc1ccc2c(c1)OC(=Cc1cccs1)C2=O	-4.9	-2.5
COc1cc(OC)c(C#N)c(S(=O)Cc2ccccc2)c1 (configuration not stated)	-3.5	-5.0
COc1cccc(C2=CC(c3ccc(F)c(Br)c3)n3nnnc3N2)c1 (configuration not stated)	-7.2	-8.0

5 entries from above, sorted by count of non-hydrogen atoms, smallest number first:
SMILES	Pf apPOL block	mHTT-CaM PPI inh
O=C(c1ccccc1Cl)N1CC2C3C=CC(C3)C2C1 (configuration not stated)	-0.6	-2.0
CC(C)=CCOc1ccc2c(c1)OC(=Cc1cccs1)C2=O	-4.9	-2.5
CCn1c(=O)c2c(ncn2CC)n(-c2ccc(C(C)C)cc2)c1=O	-1.1	3.4
COc1cccc(C2=CC(c3ccc(F)c(Br)c3)n3nnnc3N2)c1 (configuration not stated)	-7.2	-8.0
COc1ccc(-c2nc3c4c5c(sc4ncn3n2)CCCCC5)cc1OC	-2.0	-2.0

Next compounds follow.
SMILES	Pf apPOL block	mHTT-CaM PPI inh
CCc1ccc(C2=CC(c3cccc(F)c3)n3nnnc3N2)cc1 (configuration not stated)	-2.8	-12.0
O=C(c1ccc(Cl)s1)N1CCN(c2nc(CN3CCCCC3)cs2)CC1	-4.2	-3.0
O=C(O)c1cn2c3c(c(F)c(F)cc3c1=O)SC(=NC1CCCCC1)N2	-1.1	0.0
CC(=O)Nc1c(C)ccc2c1C(C)CC21CCCC1 (configuration not stated)	-0.8	3.3
CCOC(=O)C1CCCN(C(=O)c2cncc(-c3cc(F)cc(F)c3)c2)C1 (configuration not stated)	-4.1	14.7
CCOc1ncccc1C(=O)Nc1ccc(Cl)cc1	-4.0	-12.0
Cc1nc([N+](=O)[O-])c(N2CCN(c3ccccn3)CC2)n1Cc1ccccc1	-0.1	14.5
COc1ccc(/C=C2/N=C(c3ccccc3F)OC2=O)c(OC)c1OC	-0.6	1.0
COc1ccc(-c2nnc(NC(=O)Nc3ccc(Cl)cc3Cl)s2)cc1	-3.5	-2.2
CC(=O)c1ccc(NC(=O)c2ccccc2[N+](=O)[O-])cc1	-7.0	-3.8
Cc1c(Br)cc(C(=O)NC2CC(C)(C)NC(C)(C)C2)c(C)c1C	-0.8	-3.6
CCN1C(=O)Cc2ccccc2C1C(=O)NCc1cc(F)ccc1F (configuration not stated)	1.9	-15.0
COc1ccc(N/C(=C(\C(Cl)=C(Cl)Cl)[N+](=O)[O-])n2nnc3ccccc32)cc1OC	-51.2	20.0
Cc1nc(Nc2ccccc2F)c2cc(C)sc2n1	-4.3	-12.0
O=C(Nc1ccc2c(c1)OCCO2)C1(c2cccs2)CCCC1	-4.7	-7.0
CC(CCc1ccccc1)NC(=O)C1CCCN(S(=O)(=O)N2CCCCCC2)C1 (configuration not stated)	-6.9	3.0
COCC(=O)N1CCN(c2nc(CN3CCCCC3)cs2)CC1	0.0	10.1
COCC(=O)C(C=Nc1ccc(Cl)cc1Cl)C(=O)OC (configuration not stated)	7.5	.
Cc1ccc(C)c(NCc2ccccn2)c1	-7.1	3.6
CC(NCc1ccccc1)c1ccccc1O (configuration not stated)	-4.3	.
CCCNC(=O)C1CCc2sc(C(=O)N3CCCC3)cc2C1 (configuration not stated)	-6.6	1.2
O=C(CN1C(=O)CCC1=O)N1CCC(Oc2nc3ccc(F)cc3s2)CC1	-17.3	-3.4
Cc1cc(C(=O)Nc2ccc(N3CCOCC3)cc2)ccc1[N+](=O)[O-]	6.4	10.4
COc1cc(Br)c(CN(C)CCN(C)C)cc1OC	-3.5	-0.5
COc1ccccc1N1C(=O)CC(SCC(=O)Nc2ccccc2)C1=O (configuration not stated)	-2.1	-10.1
Cc1cccc(CNC(=O)c2cc3c(s2)CN(C(C)C)C3)c1	-5.7	-6.1
CCOC(=O)CCCNC(=O)O[C@@H]1CC[C@@]23CCCN2C(=O)CCC[C@H]3C1	-4.4	-15.4
COc1ccc(COc2cc(-c3cccc(OC)c3)nc3ccc(NC(=O)c4cccnc4)cc23)cc1	-2.9	35.3
c1ccn2cc(C34CC5CC(CC(C5)C3)C4)nc2c1	-0.9	.
Cc1ccc(C(=O)NCCN=Cc2ccc(Cl)cc2Cl)cc1	6.5	5.0
CC1=C(C)C[C@@]23CCCN2C(=O)CCC[C@H]3C1	-1.7	-4.5
COc1cc(/C=C/c2nc3ccccc3c(=O)[nH]2)ccc1O	8.6	-6.4
O=[N+]([O-])c1cc(C2SCCS2)ccc1Sc1ccc(Br)cc1	-7.7&1.7	.
CC(=O)NCC(=O)N1CCCC2(C1)Nc1ccccc1NC2=NC1CCCC1 (configuration not stated)	-6.9	10.2
CC1(C)CC(=O)C2=C(C1)Nc1ccccc1NC2c1ccc([N+](=O)[O-])s1 (configuration not stated)	6.6	7.9
COc1cc(OC)c(OC)cc1/C=C1\N=C(c2cccc(Br)c2)OC1=O	-6.3	-5.0
CCN1CCN(C(=O)C2CCN(c3nc4ccc(-c5cncnc5)nc4s3)CC2)CC1	-0.4	17.9
O=C(NC1CC1)c1cc2c(s1)CCN(C(=O)c1ccc(F)cc1)C2	-3.0	-1.6
CC(=O)N1CCCC(c2ccnc(Nc3ccc(F)cc3)n2)C1 (configuration not stated)	-8.4	14.8
O=C(CCn1ccc(=O)[nH]c1=O)NCc1cc(-c2cccs2)on1	2.0	-14.2
O=C(NC1CCCC1)C1COc2ccccc2O1 (configuration not stated)	-0.3	-1.8
CCc1ccc(N(CC(=O)NC2CCCC2)S(=O)(=O)c2ccccc2)cc1	-4.2	2.2
C=CCn1c(=O)c(C(=O)Nc2ccccc2)c(O)c2ccccc21	-10.4	-3.8
CCC(=O)N(C)CC(=O)N1N=C(c2ccccc2Cl)CC1c1ccc(C)cc1 (configuration not stated)	-0.1	41.8
O=C1CC(NCc2ccc3c(c2)OCO3)C(=O)N1c1ccc(OC(F)(F)F)cc1 (configuration not stated)	0.2	1.0
Cc1cccc(/C=C2\N=C(c3ccc(I)cc3)OC2=O)c1	3.1	8.0
C(=C\c1ccccc1)/C1=Nc2ccccc2NC(c2ccccc2)C1 (configuration not stated)	-5.3	81.0*
Cc1cccc(NC(=O)N2CCCC2c2cc(C(C)C)no2)c1C (configuration not stated)	11.7	3.7
Cc1ccc(NC(=O)Cn2cnc(C)c(C)c2=O)cc1	-2.0	3.6
COc1ccc(CCNC(=O)c2cn(C)c(=O)c3c2c2ccccc2n3C)cc1OC	-0.1	-1.0
COc1cccc(C(=O)Nc2ccc(C)cc2NC(=O)c2cccc(OC)c2)c1	-2.6	13.0
CN(C)CCNC(=O)c1cn2cc(-c3ccccc3)ccc2n1	-2.0	10.0
O=C(CC1C(=O)NCCN1C(=S)NC(=O)c1cccc([N+](=O)[O-])c1)OCC1CCCO1 (configuration not stated)	11.3	-1.3
Cn1nc(C(=O)N2CCCC2c2ccc(F)cc2)cc1C(F)(F)F (configuration not stated)	-6.1	-2.4
O=C(Nc1ccc2nncn2c1)c1ccccc1Cl	3.0	-5.9
Cc1ccc(NC(=O)N2CCC(N3CCN(Cc4cccc(C)c4)C3=O)CC2)cc1	-6.0	9.4
COCCCNC(=O)NC1CCN(c2nc3ccccc3n(C)c2=O)CC1	-3.1	4.1
Cc1ccc(C(=O)Nc2ccc3c(c2)ncn3-c2ccccc2)cc1	-0.5	22.0
Cc1ccc(S(=O)(=O)NCCSCc2ccccc2)cc1[N+](=O)[O-]	-2.5	9.5
COc1cc(C(=O)Nc2cccc(F)c2)c([N+](=O)[O-])cc1OC	-4.1	8.5
(more compounds)
SMILES	Pf apPOL block	mHTT-CaM PPI inh
O=C(Nc1ccc2snnc2c1)N1CCCCCC1	-3.6	-1.8
COC(=O)c1sc2ccccc2c1OC(=O)c1cccnc1Oc1ccccc1	5.7&-3.8	.
CC(C)n1c(C2CCN(S(=O)(=O)c3ccc4c(c3)CCC4)C2)nc2ccncc21 (configuration not stated)	1.8	10.2
Cc1ccc(Cn2c(C(C)O)nc3ccccc32)cc1 (configuration not stated)	0.2&5.3	4.0&-1.7
COc1ccccc1-c1cc(=O)c2cc(Cl)ccc2o1	-1.9	-0.1
Cc1ccc(-n2c(SCC(=O)NCC3CCCO3)nc3c(sc4ccccc43)c2=O)cc1 (configuration not stated)	-3.8	33.0
Cc1cccc(C2CCC(C(=O)N3CCOCC3)CN2C(=O)C2CCCC2)c1 (configuration not stated)	-2.6	11.1
Cc1c(N=Cc2ccc(Br)cc2)c(=O)n(-c2ccccc2)n1C	-2.0	-2.0
Cc1cc(C)n(-c2ccnc(NCC(C)C)n2)n1	-2.3	-16.7
COC(=O)C1CN(C)CCC1=O (configuration not stated)	.	0.6&-5.9
Cc1c(Cc2ccccc2)sc(NC(=O)c2ccc([N+](=O)[O-])cc2)c1C(N)=O	2.6	-3.2
COc1cccc(C(=O)Nc2cccc(C)c2)c1	-2.5	-0.9
CC(=O)c1ccc(NC(=O)c2ccc(-c3cccc([N+](=O)[O-])c3)o2)cc1	4.8	3.4
CCn1c(=O)c([N+](=O)[O-])c(N2CCCCC2)c2ccccc21	-8.1	2.5
CCc1cc(C2CCCN2Cc2cccc(Br)c2)on1 (configuration not stated)	-1.1	-16.8
O=C(NCCc1ccccc1)c1cccn2c(=O)c3sccc3nc12	4.4	11.0
CCOc1cc2c(cc1OCC)C(C(=O)O)C(c1ccc(OC)c(Br)c1)N(C)C2=O (configuration not stated)	-2.6	20.0
Cc1ccc(S(=O)(=O)N=S(Cc2ccccc2)CC2CC2(Cl)Cl)cc1 (configuration not stated)	0.5	3.0
O=C(Nc1ccc(Cl)cc1)n1nccc1C(c1ccccc1)c1ccccc1	-8.8	.
CN(Cc1ccccc1)C(=O)C1CCN(c2ccccc2-n2cccc2)C1=O (configuration not stated)	0.8	13.4
O=C(Nc1ccc(Br)cc1)c1cccc(N2C(=O)CCC2=O)c1	-1.3	3.1
COC(=O)C(NC(=O)C(c1ccccc1)c1ccccc1)C12CC3CC(CC(C3)C1)C2 (configuration not stated)	-3.4	-1.2
CC(=O)OC1CCC2(C)C(=CCC3C2CCC2(C)C(/C(C)=N\NC(N)=O)CCC32)C1 (configuration not stated)	.	i
CN(CC12CCCC1N(C)C(=O)CC2)C(=O)c1ccc(C#N)cc1 (configuration not stated)	-9.2	-6.9

Shown as a markdown table: three of the compounds above
| smiles | Pf apPOL block | mHTT-CaM PPI inh |
| --- | --- | --- |
| Cc1ccc(S(=O)(=O)N=S(Cc2ccccc2)CC2CC2(Cl)Cl)cc1 (configuration not stated) | 0.5 | 3.0 |
| O=C(Nc1ccc(Cl)cc1)n1nccc1C(c1ccccc1)c1ccccc1 | -8.8 | . |
| CN(Cc1ccccc1)C(=O)C1CCN(c2ccccc2-n2cccc2)C1=O (configuration not stated) | 0.8 | 13.4 |

(cont.)
SMILES	Pf apPOL block	mHTT-CaM PPI inh
COc1ccc(OC)c(C2C(C(=O)Nc3nc4ccccc4s3)=C(C)NC3=C2C(=O)CCC3)c1 (configuration not stated)	0.7	-18.0
COc1ccc(-c2noc(C3CCCN3C(=O)c3ccoc3)n2)cc1 (configuration not stated)	5.4	-2.2
CC(C(=O)O)N1C(=O)C2C3CC(C2C1=O)C1C3N=NN1c1ccc([N+](=O)[O-])cc1 (configuration not stated)	-9.1	-1.0
N[C@H]1C[C@@H](CO)[C@H](O)[C@@H]1O	.	-2.0
O=C(Cc1ccc(F)cc1)Nc1nnc(C2=COCCO2)o1	-2.8	51.1*
COc1ccc(C(=O)Nc2ccccc2C(C)C)cc1	-3.9	-0.9
CN(NC(=O)c1ccncc1Cl)c1cnc2ccccc2n1	-1.7	.
O=C(COc1ccccc1OC(=O)c1ccc(Cl)cc1)NCc1ccccc1Cl	-4.5	.
COc1cccc(CNC(=O)C2CCCN(c3nnc4cccc(C)n34)C2)c1OC (configuration not stated)	-4.0	9.8

Some of the entries so far, as comma-separated lines.
Molecule,Pf apPOL block,mHTT-CaM PPI inh
O=C(Cc1ccc(F)cc1)Nc1nnc(C2=COCCO2)o1,-2.8,51.1*
COc1ccc(C(=O)Nc2ccccc2C(C)C)cc1,-3.9,-0.9

Compound activity from PubChem BioAssay.
